Source: PubChem (NCI)
All columns: NCI-60 one-dose screen, growth in % after 48 h at 10 µM unless noted; 100 = growth as untreated, 0 = no growth, -100 = all killed.
MDA-MB-231: MDA-MB-231 breast cancer; hit rate 5% among 81,000; AID 1794789
BT-549: BT-549 breast cancer. hit rate 4.4% among 78,000. AID 1794793
LOX IMVI: LOX IMVI melanoma; hit rate 7.4% among 79,000
T-47D: T-47D breast cancer; hit rate 5% among 79,000
HS 578T: HS 578T breast cancer; hit rate 4.1% among 78,000
MCF7: MCF7 breast cancer; AID 1794796; hit rate 6.3% among 82,000
MDA-MB-468: MDA-MB-468 breast cancer; hit rate 8.5% among 78,000; AID 2202374
MALME-3M: MALME-3M melanoma; hit rate 5.8% among 78,000; AID 1794766
Starred values were filed as active, the others as inactive; nt = not tested or not shown; & = joins results of further samples; [ ] = remark or other dose. How the source made its calls: active means growth percent below 10; inactive means the rest. This is a random part of the collection; 12% or so of the library scored in one or more.

SMILES	MDA-MB-231	BT-549	LOX IMVI	T-47D	HS 578T	MCF7	MDA-MB-468	MALME-3M
O=C(O)c1cc(CCc2cc(O)ccc2O)ccc1O	105	112	102	98	98	103	100	107
CC(=O)Oc1ccccc1O	94	76	93	122	88	94	nt	90
c1ccc2c(c1)ccc1c2ccc2c3ccccc3ccc21	79	101	87	77	98	63	99	89
CCOc1ccccc1/C=C/C(=O)c1sc(N)nc1C	109	93	94	93	111	87	77	106
CCCOc1ccc(C#N)cc1	107	102	109	106	109	94	95	110
Cc1ccc2ncc(-c3nnn(-c4ccc(Cl)cc4)c3C)c(C(=O)O)c2c1	103	89	99	94	103	90	91	100
COc1ccc(C(=O)Oc2ccc(C=O)cc2OC)cc1	93	98	94	102	103	97	104	97
COc1cccc(/C=C2\SC(=Nc3cc(C)on3)NC2=O)c1	96	94	nt	101	94	88	96	97
N/C(Cc1ccc(N)cc1)=N\O	105	105	93	109	109	88	104	113
Nc1ccc(C(=O)Nc2nc3c(s2)C[C@@H](NC(=O)c2cc(Cl)c(Cl)[nH]2)CC3)cc1	69	86	94	74	76	76	99	86
CCCCN(CCCC)CCCC	110	104	94	101	109	99	105	96
NCCNc1nc(Nc2ccc(-c3nc4ccccc4[nH]3)cc2)c2cn[nH]c2n1	19	80	-18*	61	42	39	57	68
Cc1nn(-c2ccccc2)cc1/C=C1\SC(=S)NC1=O	84	80	75	89	101	87	95	nt
N/C(=N\c1nc2ccccc2s1)NC(=O)NCc1cccnc1	93	85	92	68	103	82	70	106
Cc1ccccc1NC(=O)COc1cc(O)c2c(=O)cc(-c3ccccc3)oc2c1	88	nt	91	86	95	84	100	99
COc1ccc(CN=C(N)N=C(N)N)cc1OC	115	103	110	102	119	105	144	103
CCOC(=O)CN1C(=O)C(=O)c2ccccc21	116&121	101&103	99&97	103	113&115	99&93	122&91	106&105
O=C(O)c1cc(Br)ccc1O	106	103	101	106	96	89	91	82
CC1(O)c2cccc(Sc3ccccc3)c2C(C)(O)c2c(Sc3ccccc3)cccc21 (stereo unspecified)	81	83	92	102	94	72	76	105
N=c1c(S(=O)(=O)c2ccccc2)cc2c(=O)n3ccccc3nc2n1Cc1ccccc1	95	99	89	99	93	85	76	101
Cc1nc(Cl)c([C@H](O)COS(N)(=O)=O)s1	103	110	95	102	105	92	88	106
CN[C@@H]1[C@@H](O[C@H]2O[C@H](CO)[C@@H](N)[C@H](O)[C@H]2O)O[C@H]2C[C@@H](N)[C@H](O[C@H]3[C@H](O)[C@@H](O)[C@H](N)C[C@@H]3N)O[C@@H]2[C@@H]1O	105	111	100	118	94	108	119	116
O=C1Nc2cc(-c3cccc(O)c3)ccc2/C1=C/c1ccc[nH]1	-16*	0.1*	7.7*	-0.9*	-4.2*	10	7.4*	16
CC(C)OC(=S)SSC(=S)OC(C)C	110	90&109	98&105	105	97&104	93&97	99&95	107
CCOC(=O)C1=CSC2=NC3=C(CCCC/C3=C\c3ccc(OC)cc3)C(c3ccc(OC)cc3)N12 (stereo unspecified)	117	131	97	89	104	92	100	80
COC(=O)C1=NC(=S)N=C(C(=O)OC)C12Cc1ccccc1C2=O	89	113	84	101	96	80	100	95
Cc1ncc(CO)c(CO)c1OCC(O)CN1CCN(c2ccc(F)cc2)CC1 (stereo unspecified)	104	99	98	94	108	102	96	94
Cc1ccc(C(=O)C(Br)C(Br)c2ccccc2)cc1 (stereo unspecified)	100	104	67	72	98	26	43	88
CCCC(CCC)C(=O)OCc1cn(-c2c3ccccc3nc3ccccc23)nn1	94	101	95	99	98	89	95	94
CCN1C(=O)N(CC)C2C1NN=C1SC(C(=O)O)=CC(=O)N12 (stereo unspecified)	98	95	100	110	103	91	87	88
COc1ccc(NC(=O)c2ccc(C(=O)Nc3ccc(OC)cc3)cc2)cc1	82	90	98	97	56	101	96	87
C#Cc1ccc(C(=O)NCc2ccc(/C=C/C(=O)c3nccn3C)cc2)cc1	16	51	-75*	34	23	12	18	69
COC1c2occc2C(OC)C2C3C(=C(C)OC12)Sc1nc(-c2ccc(N(C)C)cc2)c(C#N)c(N)c13 (stereo unspecified)	88	72	99	95	112	88	101	133
COc1ccc(CN2CCc3c(Sc4ccccc4)nc(N)nc3C2=O)c(OC)c1	69	23	71	34	74	44	48	39
O=C(NC(Cc1nnc2n(Cc3ccccc3)c(=O)c3c4c(sc3n12)CCCC4)c1ccccc1)c1ccccc1 (stereo unspecified)	94	100	109	102	101	98	nt	103
COc1ccc([C@@H]2c3[nH]c4ccccc4c3C[C@@H]3C(=O)N(C4CCN(Cc5c(Cl)cccc5Cl)CC4)CC(=O)N23)c(OC)c1	92[6.25 µM]	116[6.25 µM]	110[6.25 µM]	97[6.25 µM]	102[6.25 µM]	92[6.25 µM]	81[6.25 µM]	93[6.25 µM]
CCOC(=O)c1ccccc1C(=C1C=C(Br)C(=O)C(Br)=C1)c1cc(Br)c(O)c(Br)c1	101	115	106	95	123	97	100	92
CC1O[C@@H](OCC2O[C@@H](Oc3c(-c4ccc(O)cc4)oc4cc(O)cc(O)c4c3=O)[C@@H](O)C(O)[C@@H]2O)C(O)[C@@H](O)[C@H]1O (stereo partly specified)	113	104	nt	97	111	96	101	100
CCCc1cc(=O)oc2c3c(c4c(c12)OC(C)(C)CC4)OC(C)[C@H](C)[C@@H]3O (stereo partly specified)	80	108	83	68	75	70	108	139
CCCCSc1nc(Nc2ccc(/C(C)=N/NC(N)=S)cc2)c(C#N)c(-c2ccccc2)n1	18	31	5.7*	46	44	31	-28*	35

A different layout for some results above.
molecule | MDA-MB-231 | BT-549 | LOX IMVI | T-47D | HS 578T | MCF7 | MDA-MB-468 | MALME-3M
COC(=O)C1=NC(=S)N=C(C(=O)OC)C12Cc1ccccc1C2=O | 89 | 113 | 84 | 101 | 96 | 80 | 100 | 95
O=C(NC(Cc1nnc2n(Cc3ccccc3)c(=O)c3c4c(sc3n12)CCCC4)c1ccccc1)c1ccccc1 (stereo unspecified) | 94 | 100 | 109 | 102 | 101 | 98 | nt | 103

(more compounds)
SMILES	MDA-MB-231	BT-549	LOX IMVI	T-47D	HS 578T	MCF7	MDA-MB-468	MALME-3M
Cc1nc(-c2cn3c(n2)-c2ccc(-c4cnn(C(C)(C)C(N)=O)c4)cc2OCC3)n(C(C)C)n1	32	15	12	-9.9*	nt	14	-21*	11
CCCN1C2CCC1/C(=C\c1ccc(C)cc1)C1=C2[C@@H](c2ccc(C)cc2)C(C#N)=C(N)O1 (stereo partly specified)	100	98	91	73	95	80	101	101
CSc1ccc2c(c1)N(CC(C)CN(C)C)c1ccccc1S2 (stereo unspecified)	71	93	71	nt	76	98	56	104
O=C(Nc1nc(-c2ccc(F)cc2)cc(-c2ccc(Cl)cc2)n1)c1ccncc1	91	90	91	89	98	75	95	98
NC(=S)N/N=C(\c1ccc(Br)cc1)C1CC1	67	106&100	86	36&70	98&96	21&24	19&20	84
CC(C)(C)OC(=O)CCC(NC(=O)OCC1c2ccccc2-c2ccccc21)C(=O)NC(Cc1c[nH]c2ccccc12)C(=O)NC(CCCCNC(=O)OC(C)(C)C)C(=O)N1CCCC1C(=O)NCC(N)=O (stereo unspecified)	89	111	72	92	89	94	98	99
CCOC(=O)/C=C\C(=O)NC(N)=O	103	100	92	89	102	96	89	102
O=C(CSc1nnc2n1N=C(c1ccc(Cl)cc1)CS2)c1ccc(F)cc1	88	102	94	64	78	59	83	96
O=c1c2ccccc2nc(SCc2n[nH]c(=S)n2Cc2ccccc2)n1CCc1ccccc1	72	98	86	62	95	73	109	nt
CC(C)/C=C/CC[C@](C)(O)[C@H]1CC[C@]2(C)[C@@H]1CC[C@@H]1[C@@]3(C)C/C(=C/c4cc(C(F)(F)F)cc(C(F)(F)F)c4)C(=O)C(C)(C)[C@@H]3CC[C@]12C	101	99	nt	86	98	91	110	96
COc1ccc(C2=NNC(=O)C3(CCCCC3)C2)cc1	99	113	98	97	105	94	79	nt
CN(C)c1ccc(C2CC(c3ccccc3)=NN2Cn2nnc3ccccc32)cc1 (stereo unspecified)	102	80	112	82	130	88	94	97
O=C1CCC(C(=O)NC2CCC(O)CC2)CC1 (stereo unspecified)	110	98	98	nt	103	96	117	102
N=C(N)c1ccc(-c2ccc(-c3cc(Cl)cc(Cl)c3)o2)o1	-68*	89	-84*	-58*	65	-78*	-69*	-90*
CCCC1(C)C(C#N)C(=O)NC(=O)C1C#N (stereo unspecified)	118	101	101	100	103	95	111	131
COC(=O)C1=Nc2ccc(F)cc2/C1=C\c1sc(N)nc1O	84	94	68	86	84	77	nt	96
COc1cc(C)cc2c1OC(c1ccccc1)CC2=O (stereo unspecified)	92	76	92	80	103	71	70	139
Nc1ccc(N)c2c1C(=O)c1ccccc1C2=O	92	80	75	71	113	79	90	93
NC(=O)/C(=C\c1ccc([N+](=O)[O-])o1)c1ccco1	96	106	69	104	107	67	100	119
O=C(c1ccccc1)c1c(-c2ccccc2)oc2c1CNC1C(O)=CC=CC21 (stereo unspecified)	87	67	81	68	nt	81	110	90

Compound profiles, as listed above. Screens in order: MDA-MB-231	BT-549	LOX IMVI	T-47D	HS 578T	MCF7	MDA-MB-468	MALME-3M
NC(=O)/C(=C\c1ccc([N+](=O)[O-])o1)c1ccco1 as listed: 96	106	69	104	107	67	100	119
COc1cc(C)cc2c1OC(c1ccccc1)CC2=O (stereo unspecified) as listed: 92	76	92	80	103	71	70	139
Nc1ccc(N)c2c1C(=O)c1ccccc1C2=O as listed: 92	80	75	71	113	79	90	93

Other records follow:
SMILES	MDA-MB-231	BT-549	LOX IMVI	T-47D	HS 578T	MCF7	MDA-MB-468	MALME-3M
CCC(C)[C@@H]1NC(=O)[C@@H](C(C)CC)NC(=O)CC(=O)[C@H](C)[C@H](/C=C(\C)CC(C)C/C(C)=C/c2cnco2)OC1=O (stereo partly specified)	nt	100	88	76	112	93	95	138
O=c1nc(-c2ccccc2)c2cc(-c3ccc(C(F)(F)F)cc3)ccc2[nH]1	96	94	91	78	102	77	97	126
O=C1OC(c2ccc([N+](=O)[O-])cc2)Sc2ccccc21 (stereo unspecified)	105	nt	94	98	98	96	94	105
CCOC(=O)C1=C(C)NC(=O)NC1c1ncc(C(C)O)s1 (stereo unspecified)	104	98	96	89	98	98	98	98
CC(C)CC(C(=O)NC1CCCCC1)N1C(=O)c2ccccc2C1=O (stereo unspecified)	100	127	91	98	102	97	110	94
O=C(Nc1sc2c(c1C(=O)O)CCCC2)c1cccc(C(F)(F)F)c1	94	93	102	73	98	64	68	100
CCOC(=S)SCC(=O)NC(=O)c1ccccc1	119	105	95	105	79	92	101	100
COc1cc(/C=C/C(=O)O)cc([N+](=O)[O-])c1O	111	118	111	118	108	107	112	105
CC(/C=C1\SC(=S)N(CCC(=O)NC(CC(C)C)C(=O)O)C1=O)=C\c1ccccc1 (stereo unspecified)	99	118	93	93	101	97	108	93
CCOC(=O)c1[nH]n(-c2ccccc2)c(=O)c1/C=N/C(=S)Nc1ccc(Cl)cc1Cl	104	102	95	97	91	98	105	nt
COc1cc(/C=N/Nc2ccccc2C)cc(OC)c1OC	88	96	49	75	99	78	94	108
CCOC(=O)Nc1ccc(Cl)cc1	100	111	98	109	113	95	96	118
CCCCCn1c(=N)c(S(=O)(=O)c2ccccc2)cc2c(=O)n3ccccc3nc21	97	100	nt	80	100	92	95	106
CCOc1cc([N+](=O)[O-])c(OCC)cc1Cl	112	91	98	104	94	100	103	111
COc1cc2c3c(c1O)-c1ccccc1[C@@H]1OC(=O)N(CC2)[C@@H]31	89	110	102	89	93	100	93	115
COc1cc(-c2nc(SCCC(C)C)nc(NNC(=O)c3ccncc3)c2C#N)cc(OC)c1OC	28	104	53	43	8.3*	75	78	105
O=C1C=C(NCCCCCCN2C(=O)c3cccc4cccc(c34)C2=O)C(=O)c2ccccc21	90	94	123	85	88	81	103	83
CC(=C(C#N)C#N)c1ccc(F)cc1	93	95	101	89	92	94	116	113
COc1ccc(C(=O)CSc2nc(-c3cccnc3)cc(-c3ccc(OC)c(OC)c3)c2C#N)cc1	70	nt	89	77	82	94	104	66
C=CC[C@H]1CCC2=C(/C(C)=C/C)N(S(=O)(=O)c3ccc(C)cc3)CCC[C@H]2O1	86	90	96	70	94	88	79	91
CC(C)=CCC/C(C)=C/CSc1nnc(-c2c(C)nc3ccc(C)cn23)o1	93	95	97	89	104	82	111	100
CC(=O)Nc1ccc(CCCCc2ccccc2)cc1	73	76	92	98	104	93	91	nt
CCOC(=O)CC[C@H](NC(=O)c1ccc(NC(=O)Cn2cnc3c(c(C)nn3-c3ccccc3)c2=O)cc1)C(=O)OCC	nt	96	nt	99	nt	92	96	92
O=C(COc1ccc(C(=O)c2ccccc2)cc1)Nc1cccc(CO)c1	99	100	91	85	100	92	82	91
CCOC(=O)c1c2c(n3c1NCC3)-c1ccccc1C2=O	107	87	98	98	106	91	nt	90

Some of these compounds in order of formula weight, descending:
SMILES	MDA-MB-231	BT-549	LOX IMVI	T-47D	HS 578T	MCF7	MDA-MB-468	MALME-3M
CCCC(CCC)C(=O)OCc1cn(-c2c3ccccc3nc3ccccc23)nn1	94	101	95	99	98	89	95	94
COc1cccc(/C=C2\SC(=Nc3cc(C)on3)NC2=O)c1	96	94	nt	101	94	88	96	97
O=C(O)c1cc(Br)ccc1O	106	103	101	106	96	89	91	82
